# Source: PubChem
# RORgamma inh = blocks mouse ROR gamma transcriptional activity. hit rate 5.4% among 310,000. Potency, µM (highest dose often 53.6 µM), for inactives: at the top dose activity change, negative = inhibition, most hits filed as inhibitors. Drosophila S2 Gal4-RORgamma UAS-luciferase reporter, 20 h. AID 2551; also: potency is read from the fitted curve at half-maximal effect; % is scaled to controls: 0 for no effect and ±100 for the full control effect; nearly all actives have a fitted effect of over 60% in size
# Target sequence (P51450 whole entry, looked up, the tested form may be a part): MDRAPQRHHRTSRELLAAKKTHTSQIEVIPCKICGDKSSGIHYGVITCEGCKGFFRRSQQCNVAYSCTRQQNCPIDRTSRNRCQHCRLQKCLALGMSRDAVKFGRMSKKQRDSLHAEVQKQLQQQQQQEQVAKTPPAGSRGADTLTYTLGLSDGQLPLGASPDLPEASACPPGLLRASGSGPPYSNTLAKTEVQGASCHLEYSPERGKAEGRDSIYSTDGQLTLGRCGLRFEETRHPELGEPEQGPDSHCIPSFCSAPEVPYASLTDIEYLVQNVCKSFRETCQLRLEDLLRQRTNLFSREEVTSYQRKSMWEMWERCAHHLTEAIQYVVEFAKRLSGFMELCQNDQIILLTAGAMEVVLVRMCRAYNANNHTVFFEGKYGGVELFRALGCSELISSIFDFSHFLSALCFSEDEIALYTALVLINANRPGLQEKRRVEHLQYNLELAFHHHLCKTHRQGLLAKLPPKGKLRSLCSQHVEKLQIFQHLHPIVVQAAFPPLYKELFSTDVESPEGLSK
#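 Stable Schneider cell line, Gal4 DNA-binding domain fused to ROR gamma, UAS-luciferase. Cmpd 1 hr RT → CuSO4 700 uM final → 20 hr RT → luciferase reagent 10 min → luminescence.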
# FLuc counter = counter-screen for miR-21 project: firefly luciferase inhibitors or activators; Potency, µM (doses to about 57.5 µM), without a hit: at the top dose activity change, negative = inhibition, usual class: inhibitors; purified FLuc, Km substrates, luminescence inhibition; P08659; hit rate 6.9% among 360,000;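 also: potency is read from the fitted curve at half-maximal effect; plate controls were vehicle for no effect and reference inhibitor for full effect; nearly all actives have a fitted effect of over 55% in size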
# Target sequence (P08659 whole entry, looked up): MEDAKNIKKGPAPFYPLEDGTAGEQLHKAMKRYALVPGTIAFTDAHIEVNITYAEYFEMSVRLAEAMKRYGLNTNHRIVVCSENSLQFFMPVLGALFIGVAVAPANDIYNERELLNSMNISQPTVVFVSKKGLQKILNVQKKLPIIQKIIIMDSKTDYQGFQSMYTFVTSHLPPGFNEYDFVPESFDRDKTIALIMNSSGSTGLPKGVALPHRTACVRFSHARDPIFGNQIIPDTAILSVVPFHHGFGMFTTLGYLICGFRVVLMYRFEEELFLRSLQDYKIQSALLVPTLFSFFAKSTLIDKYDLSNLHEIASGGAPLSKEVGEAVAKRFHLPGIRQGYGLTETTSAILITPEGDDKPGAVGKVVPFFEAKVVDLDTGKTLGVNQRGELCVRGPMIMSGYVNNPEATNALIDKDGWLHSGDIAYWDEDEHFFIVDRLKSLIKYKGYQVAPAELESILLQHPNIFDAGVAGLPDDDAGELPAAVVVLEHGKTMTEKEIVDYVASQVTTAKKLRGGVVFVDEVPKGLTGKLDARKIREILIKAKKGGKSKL
#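 Biochemical qHTS of compounds, final roughly 60 µM downward over six points, against 10 nM purified firefly luciferase using Km concentrations of substrates (10 uM D-luciferin, 10 uM ATP) in Tris acetate pH 7.5 buffer; luminescence output.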
# KCNH2 3.1 inh = inhibitors of human KCNH2 3.1 potassium channel isoform; U2OS KCNH2 3.1, thallium flux FluxOr; stronger effect = lower value; activity change, % (tested at about 1.8 µM); hit rate 0.95% among 340,000; AID 720553;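 active = maximum activity change below -70%; inconclusive = maximum activity change from -70% to -50%; inactive = maximum activity change above -50%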;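 also: thallium influx rate constant from kinetic fluorescence after stimulation buffer; % is scaled to controls: 0 for no effect and ±100 for the full control effect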
#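 Virally transduced U2OS (3.1 isoform, 4 h infection in dark at RT) → overnight 37 C → FluxOr + Red40 in HBSS/HEPES, 45 min → stimulation buffer, 2 min kinetic read → rate constant vs DMSO controls.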
# NPC1 prom act = NPC1 promoter activation; Huh7 NPC1 promoter luciferase reporter, 24 h; Potency, µM (doses to about 9.22 µM), for the others: top-dose activation, usual class: activators; hit rate 2.4% among 320,000;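 also: potency is read from the fitted curve at half-maximal effect; % of control where 0% means no effect; nearly all actives have a fitted effect of over 60% in size; reporter is driven by a mutant NPC1 promoter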
#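 Readout is luciferase luminescence, reflecting NPC1 promoter activation in stably transfected Huh7 cells after 24 h compound exposure at 37 °C in reduced-serum medium with 10% FBS.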
# Mito fusion act = blocks mitochondrial division or promotes mitochondrial fusion; S. cerevisiae fusion-defective mutant growth rescue, CellTiterGlo 48 h; Potency, µM (series often up to 46.1 µM), for the others: top-dose growth rescue (activation), most hits filed as activators; hit rate 0.23% among 320,000;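 also: potency is read from the fitted curve at half-maximal effect; % of control where 0% means no effect; nearly all actives have a fitted effect of over 45% in size; temperature-sensitive fusion mutants such as fzo1-1 at 37 °C on non-fermentable ethanol glycerol medium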
#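 S. cerevisiae fusion-defective temperature-sensitive mutants (e.g. fzo1-1, mgm1-5) grown 48 h at 37C in YPEG (ethanol/glycerol non-fermentable) medium with 23 nl compound per well; growth rescue read as CellTiterGlo luminescence.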
# Gal4-VP16 FLuc = Gal4-VP16 reporter inhibition counter-screen; Drosophila S2 Gal4-VP16 UAS-luciferase, luminescence, 20 h; Potency, µM (doses to about 53.6 µM), for inactives: at the top dose activity, negative = inhibition, actives largely listed as inhibitors; hit rate 3.5% among 310,000; AID 2546;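 also: Gal4-VP16 expression switched on by copper sulfate through the metallothionein promoter; potency is read from the fitted curve at half-maximal effect; % is scaled to controls: 0 for no effect and ±100 for the full control effect; nearly all actives have a fitted effect of over 50% in size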
# ELG1 repair inh = ELG1-dependent DNA repair inhibition | HEK293T ELG1-luciferase reporter, luminescence, 16 h; DNA damage induced by 5-fluorouridine | hit rate 2.3% among 330,000 | Potency, µM (titrated, usually from 46.1 µM), for the others: at the top dose activity change, negative = inhibition, actives largely listed as inhibitors | AID 504467; also: potency is read from the fitted curve at half-maximal effect; % is scaled to controls: 0 for no effect and ±100 for the full control effect; nearly all actives have a fitted effect of over 55% in size
#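 Reporter activity after DNA damage by 5-fluorouridine is monitored. Compound-treated cells incubate 16 hr at 37 °C, then ONE-Glo is added for 30 min before luminescence reading.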
# MBNL1 CUG block = inhibitors of human MBNL1 binding to CUG repeat RNA. Q9NR56. TR-FRET MBNL1-His/biotin-(CUG)12 binding, 665/545 ratio. Potency, µM (titrated, usually from 57.5 µM), inactives show at the highest dose activity change, negative = inhibition, actives largely listed as inhibitors. hit rate 0.036% among 280,000; active = well fitted inhibition curve with a large enough effect in the signal ratio, with a control signal flat, not every such curve was filed as active; inconclusive = small, poorly fitted or top-dose-only effect, or effect the other way, or a change in a side signal; inactive = no such curve, though single readings can be large or run the other way; the % refers to the signal ratio; also: potency is read from the fitted curve at half-maximal effect; % is scaled to controls: 0 for no effect and ±100 for the full control effect
#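 MBNL1-His + Biotin-(CUG)12, cpd titration 92 nM–58 uM; Tb anti-His Ab 0.055 ng/ul, SA-XL665 5 nM (final); 60 min RT; ratiometric 665/545 nm, Ex 340 nm; normalized to buffer and full-complex controls.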
# Menin-MLL TR inh = menin-MLL binding inhibition, Texas Red mutant peptide. O00255. Menin + Texas Red MLL mutant peptide, fluorescence polarization. Potency, µM (doses to about 61.6 µM), for inactives: top-dose FP activity change, negative = inhibition, actives largely listed as inhibitors. hit rate 0.23% among 270,000; active = well fitted inhibition curve with a large enough effect in the polarisation, with a control signal flat, not every such curve was filed as active; inconclusive = small, poorly fitted or top-dose-only effect, or effect the other way, or a change in a side signal; inactive = no such curve, though single readings can be large or run the other way; the % refers to the polarisation; also: potency is read from the fitted curve at half-maximal effect; % of control where 0% means no effect; many of its hits are not listed in these tables
# PKM2 act = PKM2 (human) enzyme activation; purified PKM2, Kinase-Glo ATP luminescence, activation; response scale: 0% is enzyme alone, no compound; Potency, µM (top dose mostly 57.5 µM), without a hit: at the highest dose activation, usual class: activators; hit rate 0.34% among 260,000; also: potency is read from the fitted curve at half-maximal effect; % is scaled to controls: 0 for no effect and ±100 for the full control effect; nearly all actives have a fitted effect of over 55% in size
#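 Kinase-Glo luminescence reports ATP generated from ADP (0.1 mM) and PEP (0.5 mM) by purified hPK-M2 after 1 h at room temperature, pH 7.2 imidazole buffer; intermediate enzyme activity allows detecting inhibitors and activators.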
# Rab9 promoter act = activators of Rab9 promoter; Huh7 Rab9 promoter-luciferase reporter, luminescence, 24 h; Potency, µM (highest dose often 9.22 µM), without a hit: at the highest dose activation, negative = inhibition, actives largely listed as activators; hit rate 2.8% among 320,000; AID 485297; also: potency is read from the fitted curve at half-maximal effect; % of control where 0% means no effect; nearly all actives have a fitted effect of over 60% in size
#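 Steps: seed 1500 Huh7 Rab9-luc cells per well, rest 2 h at 37 °C; add compound in DMSO; incubate 24 h; add luciferase reagent, 10 min ambient; read luminescence.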
# The depositor's hits bear a star; ? = inconclusive; / = no result given; & = joins results of further samples; [ ] = dose if it differs, or a comment. Unless noted, calls follow the shape of the dose curve; as a rule, active = well fitted curve in the direction sought with a large enough effect; inconclusive = small, poorly fitted or top-dose-only effect, or another doubt; inactive = no such curve, though single readings can be large; an effect the other way counts as inactive or inconclusive. Only part of the results is shown; count on the stated rates, not on these rows.
structure	RORgamma inh	FLuc counter	KCNH2 3.1 inh	NPC1 prom act	Mito fusion act	Gal4-VP16 FLuc	ELG1 repair inh	MBNL1 CUG block	Menin-MLL TR inh	PKM2 act	Rab9 promoter act
CN(C)C=Nc1nonc1-c1ccc(Cl)cc1	40%	-4%	-10	1%	3%	-4%	-10%	-7%	/	2%	7%
COc1ccc(S(=O)(=O)N2CCCC(C(=O)NC3CCCCC3)C2)cc1 (centres undefined)	0%	0%	14	2%	3%	0%	?	-11%	-15%	-12%	-3%
Cc1ccc(S(=O)(=O)/N=C2\C(=O)c3ccccc3C([O-])=C2n2cc[n+](CCC(C)C)c2)cc1	8.9µM*	1%	-25	5%	-4%	?	-12%	?	?	-1%	10%
COc1ccc(CCNC(=O)C2CC(c3ccccc3[N+](=O)[O-])=NO2)cc1 (centres undefined)	40%	19µM*	10	?	3%	?	?	?	-19%	-1%	?
Oc1[nH]c(N=C2N=c3ccccc3=N2)c2ccccc12	0.5µM*	1.3µM*	0	3.2µM*	-8%	2.5µM*	?	31%[activator]	24%	-8%	?
c1ccc(-c2nc(-c3cccnc3)cs2)cc1	-11%	12µM*	38	?	-21%	-3%	?	?	17%	/	?
CCc1ccccc1S(=O)(=O)Cc1ccc(C(=O)NCc2ccc3c(c2)OCO3)o1	-1%	4%	4	-5%	-1%	-3%	?	-6%	0%	8%	2%
CN(C)S(=O)(=O)n1cc(/C=C(\NC(=O)c2ccccc2)C(=O)NCCCN2CCOCC2)c2ccccc21	-4%	-1%	11	-8%	-1%	-2%	?	5%	/	/	3%
CN(CC(=O)Nc1cccc(F)c1)CC(=O)N1CCc2ccccc21	/	-2%	0	-3%	7%	/	-2%	/	/	/	-2%
COC(=O)C1CCN(C(=O)COC(=O)c2oc3ccccc3c2C)CC1	/	2%	3	1%	13%	/	4%	/	/	/	-2%
COc1cccc(CN2CC(C(=O)NCCOc3cccnc3)CCC2=O)c1 (centres undefined)	-1%	7%	0	3%	1%	-10%	12%	-2%	/	/	-4%
CC1CC(C)CN(C(=O)c2cccc(N3C(=O)c4ccccc4C3=O)c2)C1 (centres undefined)	/	-2%	1	-1%	-2%	/	15%	/	/	/	-4%
O=C1CCCC2=C1C(Cc1ccccc1)C1=C(CCCC1=O)O2	-11%	3%	-3	1%	3%	3%	17%	3%	-16%	-2%	-1%
Cc1noc(C)c1S(=O)(=O)N1CCC(C(=O)N2CCN(Cc3ccc4c(c3)OCO4)CC2)CC1	11%	1%	10	1%	2%	6%	?	2%	?	7%	-5%
O=C(CCN1CCc2ccccc2C1)c1ccc2c(c1)OCCO2	3.2µM*	?	-26	12%	-2%	4.5µM*	2%	-11%	1%	19%	2%
CCn1cc(CNC(=O)NC2CCCCC2)c(C)n1	-8%	?	8	20%	-8%	5%	?	-5%	-6%	-5%	?
COC(=O)[C@H](Cc1ccccc1)NC(=O)NCCc1ccc(S(N)(=O)=O)cc1	11%	4%	17	-3%	-1%	-5%	-18%	-6%	4%	0%	-6%
O=C(O)c1cc(-c2cccs2)[nH]n1	-10%	1%	-3	-12%	0%	7%	-6%	7%	?	1%	1%
Cc1ccc(-c2ccnc3c(Br)c(C)nn23)cc1	28%	-18%	-1	-1%	1%	20%	14%	?	14%	/	0%
CCCNC(=O)Cn1c(=O)oc2ccccc21	-3%	0%	-1	-1%	0%	1%	-2%	-10%	3%	-1%	-2%
CC1CC(C)CN(S(=O)(=O)c2ccc(NC(=O)C3CSC4(C)CCC(=O)N34)cc2)C1 (centres undefined)	/	6%	2	-2%	16%	/	-21%	/	/	/	1%
O=S(=O)(c1cccc2nsnc12)N1CCc2ccccc2C1	19%	?	12	27%	23%	-9%	?	?	-11%	0%	26%
CCn1cc(S(=O)(=O)Nc2ncccn2)cn1	-17%	2%	0	-1%	2%	-3%	8%	-5%	/	1%	2%
C#Cc1ccc([C@@H]2C=C(C(=O)N3CCN(Cc4ccc5c(c4)OCO5)CC3)O[C@H](OCC)[C@H]2CCCO)cc1	29%	1%	-25	0%	9%	-6%	?	13%	?	6%	-4%
Cc1cc(C)cc(NS(=O)(=O)c2ccc(Oc3ncc(C(F)(F)F)cc3Cl)cc2)c1	?	-4%	-17	0%	?	?	3%	-12%	-4%	3%	-2%
O=C(c1cc(-c2ccc(O)cc2)on1)N1CCN(c2ccc(F)cc2)CC1	40%	?	-11	0%	13%	3%	?	5%	67%[activator]	-2%	-1%
COc1cc2c(cc1OC)C(NC(=O)C(F)(F)F)C/C2=N\O (centres undefined)	-23%	-1%	33	2%	?	1%	-1%	-7%	-9%	-8%	0%
O=C(O)CCCc1ccccc1	-4%&20%	-2%	17	0%	0%	-5%&-1%	-1%	-18%	-19%&-14%	-1%	-5%
O=C(COc1ccccc1)NCC(=O)N/N=C/c1ccc(Br)cc1	4%	-1%	-9	1%	1%	-4%	2%	-11%	/	0%	2%
O=C(CNC(=O)COc1ccccc1)NCCc1ccccn1	6%	2%	-2	0%	-7%	-3%[10 µM]	-1%	9%	4%	-1%	0%
Cc1ccsc1-c1n[nH]c(=S)n1CC(C)C	2.8µM*	-1%	-2	-4%	7%	6.3µM*	1%	-7%	-5%	-3%	-1%
CCC1CCCCN1CCCNC(=O)c1cn(C)c2ccc(S(=O)(=O)N3CCOCC3)cc2c1=O (centres undefined)	1%	-1%	3	-18%	-2%	-25%	5%	-4%	/	/	0%
Cc1ccnc(NC(=O)c2cc([N+](=O)[O-])cc([N+](=O)[O-])c2)c1	-45%	-2%	-89*	0%	-3%	15%	3%	?	0%	-4%	0%
CCOC(=O)c1c(OCCO)noc1N	-2%	3%	5	-2%	23%	4%	-2%	-9%	-2%	-1%	2%
CCCNC(=O)Nc1ccc2c(c1)N(C)C(=O)c1ccccc1S2	-3%	-9%	11	0%	-1%	2%	-5%	-3%	/	1%	0%
CC(Sc1nnc(-c2cccs2)n1Cc1ccccc1)C(=O)NCc1ccc2c(c1)OCO2 (centres undefined)	9%	2%	2	-1%	5%	6%	?	-7%	-13%	2%	-6%
COc1ccc(CC(=O)OCC(=O)Nc2cc(S(=O)(=O)N3CCOCC3)ccc2N2CCCC2)cc1	13%	-4%	5	0%	0%	-10%	5%	-10%	2%	-1%	-4%
CCN1CCN(Cc2coc3ccc(C)cc3c2=O)CC1	-13%	?	9	9%	-4%	-12%	?	-9%	-12%	-11%	15%
CCOc1ccc(C(=O)NCC(=O)NC(C)c2ccc(-n3ccnc3)cc2)cc1OCC (centres undefined)	9%	4%	-25	1%	0%	3%	?	-13%	/	0%	7%
O=C1CCCN1c1ccc(S(=O)(=O)NCCc2ccc(Cl)cc2)cc1	-20%	0%	3	-1%	1%	-10%	-20%	1%	-8%	1%	-3%
COC(=O)c1ccc(NCCC(=O)O)cc1	-21%	-1%	4	1%	-4%	-28%	1%	/	1%	5%	-8%
CCOc1ccccc1NC(=O)NC(=O)N(C)S(=O)(=O)c1ccc(C)cc1	21%	2%	-18	-1%	4%	3%	-24%	10%	?	-1%	-8%
Cc1ccc(C2=NS(=O)(=O)N(C)C(C(=O)NCc3ccccc3)=C2)cc1	9%	?	19	-4%	7%	-1%	6%	21%	1%	4%	1%
Cc1ccc(NC(=O)C2C3CCCCC32)cc1[N+](=O)[O-] (centres undefined)	-20%	12µM*	-13	?	-3%	5%	?	?	-8%	2%	?
COC(=O)c1cccc(NC(=O)/C=C/c2ccc3c(c2)OCO3)c1	-38%	1.3µM*	-3	2.8µM*	?	?	?	9%	?	0%	2.5µM*
Cc1ccc(NC(=O)Cn2cnc([N+](=O)[O-])c2)cc1C	-2%	-3%	-10	-3%	-4%	24%	?	15%	-16%	1%	0%
O=Cc1ccc2cccnc2n1	-9%	2%	-1	-5%	7%	-21%	30%	6%	-3%	5%	-3%
